# Assay outcomes as filed in PubChem.
# PI4K2A block – qHTS for small molecular inhibitors of PI4K2A. purified PI4K2A, ADP-Glo luminescence, 1 h; stronger effect = lower value. activity change, negative = inhibition, % at 76.9 µM. 0.13% of 420,000 active. AID 1346378, 2018. Phosphatidylinositol 4-kinase type 2-alpha (Homo sapiens), Q9BTU6; in the data active means activity change below about -50%; inconclusive means mostly about -30% to -49%;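 further: -100% = wells without enzyme as full effect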
#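 PI4K2A activity was measured by ADP-Glo luminescence: enzyme (4 ug/mL stock) and phosphatidylinositol (1.2 mM stock) in Tris pH 7.5/MgCl2/EGTA/Triton X-100 buffer were reacted with ATP (300 microM stock) for one hour at ambient temperature.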
# JMJD2A Tudor – qHTS Assay for Inhibitors of JMJD2A-Tudor Domain. Lysine-specific demethylase 4A (Homo sapiens), O75164. AlphaScreen JMJD2A-Tudor / H3K4me3 peptide binding. Potency, µM (titrated, usually from 114 µM), for inactives: top-dose activity change, negative = inhibition, most hits filed as inhibitors. 4.4% of 390,000 active; further: potency means the concentration at half of the fitted maximal effect; on the % scale 0 is the no-effect control and ±100 the full control effect; nearly all actives have a fitted effect of over 50% in size
# ERG-DNA inh – qHTS for Small Molecule Inhibitors of the ERG Ets/DNA interaction | Potency, µM (top dose mostly 76.9 µM), for inactives: at the highest dose FP activity, negative = inhibition, usual class: inhibitors | 0.028% of 370,000 active | Transcriptional regulator ERG (Homo sapiens), P11308 | fluorescence polarization, His-ERG Ets domain / labelled DNA | AID 624246, 2012; active means well fitted inhibition curve with a large enough effect in the polarisation, with a control signal flat; inconclusive means small, poorly fitted or top-dose-only effect, or effect the other way, or a change in a side signal; inactive means no such curve, though single readings can be large or run the other way; the % refers to the polarisation;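 further: polarization taken with two DNA probes labelled with fluorescein and Texas red; potency means the concentration at half of the fitted maximal effect; % of control where 0% means no effect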
#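 His-tagged ERG Ets domain (1 uM in the protein solution; 300mM KCl, 50mM Tris-HCl, 1mM EDTA, 1mM DTT, pH 7.5) received compound, then a probe mix of 5 nM fluorescein-DNA and 100nM Texas-615-DNA. Fluorescence polarization was read for both dyes.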
# HP1b binding inh – HTS for Inhibitors of HP1-beta Chromodomain Interactions with Methylated Histone Tails. AlphaScreen HP1-beta / biotin-H3K9me3 peptide binding. 0.56% of 390,000 active. Chromobox protein homolog 1 (Homo sapiens), P83916. Potency, µM (top dose mostly 114 µM), without a hit: top-dose activity change, negative = inhibition, usual class: inhibitors; further: potency means the concentration at half of the fitted maximal effect; nearly all actives have a fitted effect of over 70% in size; inactives centre near 23
# Target sequence (P83916 whole entry, looked up): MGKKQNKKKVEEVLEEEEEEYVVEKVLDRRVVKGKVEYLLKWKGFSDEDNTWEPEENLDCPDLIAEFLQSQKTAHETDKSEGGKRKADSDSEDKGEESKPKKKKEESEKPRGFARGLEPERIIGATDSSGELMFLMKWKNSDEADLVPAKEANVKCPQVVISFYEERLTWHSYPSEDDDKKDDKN
#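 Compound inhibition of the preformed complex between 50 nM HP1-beta and 50 nM biotinylated H3K9me3 peptide was read by AlphaScreen. Buffer was PBS pH 7.4 with 0.01% Tween-20. Incubations ran 30 min at room temperature, with 10 ug/mL donor/acceptor beads.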
# G9a block – qHTS Assay for Inhibitors of Histone Lysine Methyltransferase G9a | G9a H3K9 monomethylation, AlphaScreen, 2 h | 8.8% of 350,000 active | Potency, µM (series often up to 102 µM), for the others: at the top dose activity, negative = inhibition, most hits filed as inhibitors; further: potency means the concentration at half of the fitted maximal effect; on the % scale 0 is the no-effect control and ±100 the full control effect; nearly all actives have a fitted effect of over 75% in size
# Target sequence (Q96KQ7 913-1193 limits assumed): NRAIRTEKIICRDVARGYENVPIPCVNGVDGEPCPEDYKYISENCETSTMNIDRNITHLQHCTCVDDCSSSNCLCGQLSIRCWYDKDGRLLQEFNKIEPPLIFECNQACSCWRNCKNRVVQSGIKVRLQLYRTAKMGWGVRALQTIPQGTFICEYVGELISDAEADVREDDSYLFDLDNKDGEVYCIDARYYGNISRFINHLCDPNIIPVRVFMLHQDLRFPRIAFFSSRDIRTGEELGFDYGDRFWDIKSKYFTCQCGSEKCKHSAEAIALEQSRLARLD
#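 G9a (20 nM) preincubated 15 min RT with compounds, then 500 nM biotinylated H3K9 peptide and 20 uM SAM added; 2 h RT reaction. Monomethyl-H3K9 product detected by AlphaScreen with anti-H3K9me1 antibody, streptavidin donor and anti-rabbit IgG acceptor beads.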
# RGS4 inhibitor – Inhibitors of Regulator of G Protein Signaling (RGS) 4: qHTS; Regulator of G-protein signaling 4 (Homo sapiens), P49798; Transcreener GDP fluorescence polarization, RGS4-accelerated GTP hydrolysis; Potency, µM (titrated, usually from 114 µM), for the others: at the top dose activity change, negative = inhibition, hits mostly inhibitors; 0.039% of 390,000 active; AID 504845, 2011; further: potency means the concentration at half of the fitted maximal effect; on the % scale 0 is the no-effect control and ±100 the full control effect; nearly all actives have a fitted effect of over 75% in size; some results filed as inactive show a strong effect at the top dose
# Target sequence (P49798 whole entry, looked up): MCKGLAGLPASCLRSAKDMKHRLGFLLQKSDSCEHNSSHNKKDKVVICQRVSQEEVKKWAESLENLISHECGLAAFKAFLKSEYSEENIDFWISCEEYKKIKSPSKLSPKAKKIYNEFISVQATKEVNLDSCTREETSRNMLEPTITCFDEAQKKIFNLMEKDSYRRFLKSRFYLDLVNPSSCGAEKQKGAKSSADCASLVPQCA
#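 MLSMR compounds (23 nl, pin-transferred) preincubated 10 min at room temperature with a 500nM (2x) first reagent, then RGS4 at 900nM (2x) plus Transcreener GDP mix added; fluorescence polarization (620/688 nm) read before and after 90 min at 30 °C.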
# GLS inhibitor – qHTS for Inhibitors of Glutaminase (GLS) | Glutaminase kidney isoform, mitochondrial (Homo sapiens), O94925 | GLS enzymatic activity, qHTS titration | Potency, µM (doses to about 45.5 µM), without a hit: at the highest dose activity change, negative = inhibition, most hits filed as inhibitors | 0.21% of 410,000 active | AID 624170, 2012; further: potency means the concentration at half of the fitted maximal effect; on the % scale 0 is the no-effect control and ±100 the full control effect
#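 hKGA; 45 mM KH2PO4 pH 8.2 + 0.02% Tween-20; cpd via pin tool; 1 mM Gln soln; GluOx/HRP/Amplex Red; RT 30 min; fluor. t0 & final.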
# BAZ2B block – qHTS Assay for Inhibitors of BAZ2B; Potency, µM (series often up to 114 µM), for inactives: top-dose activity change, negative = inhibition, usual class: inhibitors; Bromodomain adjacent to zinc finger domain protein 2B (Homo sapiens), Q9UIF8; 4.4% of 360,000 active; AlphaScreen BAZ2B-H3K14Ac peptide displacement; AID 504333, 2011; further: potency means the concentration at half of the fitted maximal effect; on the % scale 0 is the no-effect control and ±100 the full control effect; nearly all actives have a fitted effect of over 60% in size
#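 AlphaScreen displacement of biotin-H3(5-23)K14Ac peptide (50 nM final) from BAZ2B (50 nM final) in PBS pH 7.4, 0.01% Tween-20; complex preformed 30 min RT, then compounds (top 110 uM) 30 min RT, beads 20 min dark.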
# ALOX12 inh – Primary qHTS assay for inhibitors of human arachidonate 12S-lipoxygenase (ALOX12): Round 2; Polyunsaturated fatty acid lipoxygenase ALOX12 (Homo sapiens), P18054; purified 12hLO, xylenol orange hydroperoxide absorbance; Potency, µM (titrated, usually from 108 µM), inactives show at the highest dose activity change, negative = inhibition, usual class: inhibitors; 1.1% of 580,000 active; further: potency means the concentration at half of the fitted maximal effect; on the % scale 0 is the no-effect control and ±100 the full control effect
#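 Purified human 12hLO at 150 nM in 25 mM Hepes, 0.01% Triton X-100, pH 7.0, preincubated 15 min at room temperature with compound. Reaction started with 40 uM arachidonic acid, 30 min at room temperature. Hydroperoxide measured by Fe-xylenol orange, 573/405 nm absorbance ratio.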
# * marks the source's active call; other numbers are inactive results; ? = inconclusive; . = not tested or not shown; [ ] = another dose, or the depositor's remark. Unless noted, the call rests on the fitted dose curve; in most records, active means well fitted curve in the direction sought with a large enough effect; inconclusive means small, poorly fitted or top-dose-only effect, or another doubt; inactive means no such curve, though single readings can be large; an effect the other way counts as inactive or inconclusive. This is a subset (hit frequency here may not be typical).
smiles | PI4K2A block | JMJD2A Tudor | ERG-DNA inh | HP1b binding inh | G9a block | RGS4 inhibitor | GLS inhibitor | BAZ2B block | ALOX12 inh
COc1ccc(OC)c(C2C(C(=O)Nc3ccc(C)cc3C)=C(C)Nc3c(C(=O)Nc4ccc(F)cc4)cnn32)c1 (stereo not drawn) | 5 | -27% | 0% | -16% | -44%[59 µM] | -7% | 1% | -2%[57.1 µM] | -26%
CC(C)OCCCNC(=O)C(Cc1ccccc1)NS(=O)(=O)c1ccc2c(c1)CCC(=O)N2 (stereo not drawn) | 7 | 12% | -3% | 40%[activator] | 50%[activator] | -7% | -13% | -3% | -1%
CCCCc1nc(SCC(=O)Nc2cccc(Cl)c2)n[nH]1 | -3 | -8% | 6% | 34% | . | 1% | 0% | -1% | -1%
COc1cccc(C(=O)N(C)CC2CCN(CCc3cccc(C(F)(F)F)c3)CC2)c1 | -1 | -4% | 13% | 46%[activator] | 14% | 2% | -2% | 6% | ?
Cc1cc(=O)oc2cc(NC(=S)NNC(=O)c3c(Cl)cnn3C)ccc12 | -1 | -24% | 1% | ? | 48% | ? | 8% | -4% | ?
O=C(c1cccc([N+](=O)[O-])c1)N1CCN(S(=O)(=O)/C=C/c2ccccc2)CC1 | 2 | -10% | 5% | 29% | 8.9µM* | -10% | -2% | 11% | ?
CCn1c(C)c(C2=CCN(S(=O)(=O)c3ccc(C)cc3)CC2)c2ccccc21 | 2 | ? | 8% | -14% | -21%[59 µM] | 10% | 0% | ? | -14%
CN(C)S(=O)(=O)c1cccc(NC(=O)COC(=O)/C=C/c2ccco2)c1 | -5 | ? | -4% | ? | ? | ? | -1% | ? | -18%
CCCOc1ccc(-c2nn(-c3ccccc3)cc2/C=C2\SC(=S)N(C3CCS(=O)(=O)C3)C2=O)cc1 (stereo not drawn) | -1 | -22% | . | 12% | -31% | 10% | 2% | -10% | 12%
Cc1csc(=O)n1CC(=O)OCC(=O)NNC(=O)c1ccc([N+](=O)[O-])cc1 | -3 | -7% | 10% | 18% | 30%[activator][59 µM] | 38% | 21% | 13% | -14%
Cc1ccc(-n2cnc3cc(C(=O)NC4CCCCCC4)ccc32)c(C)c1 | 2 | ? | -2% | 19% | -35%[59 µM] | -7% | 2% | -17% | -7%
COC(=O)C1CN(C(=O)COc2ccc(Cl)cc2Cl)c2ccccc2O1 (stereo not drawn) | 2 | 11% | 7% | 77%[activator] | 9%[2.33 µM] | 18% | 1% | 4% | ?
CCOC(=O)CNC(=O)C1c2ccccc2C(=O)N(c2ccc(OC)cc2)C1c1ccc(OC)cc1 (stereo not drawn) | 5 | -11% | 7% | 2% | 1%[59 µM] | 40% | 7% | -25% | 0%
CN(CCc1ccccc1)C(=O)c1cccc(NC(=O)Cc2cccc(NC(=O)C3CCCN(C(=O)C4CCCC4)C3)c2)c1 (stereo not drawn) | 0 | -23% | 0% | 15% | . | -2% | 3% | . | -5%
COc1ccc(-n2c(=S)[nH]c(=O)c3cccnc32)cc1 | 2 | -5% | -3% | 28% | . | -5% | -6% | ? | ?
O=C(CSc1nnc(Cc2ccccc2)o1)c1ccc(F)cc1 | 6 | 14% | -12%[15.4 µM] | 44%[activator] | -9%[12.7 µM] | -1% | 6% | -3% | 33%[activator]
CC(Nc1nc(N2CCCCC2)nc2ccccc12)c1ccccc1 (stereo not drawn) | -4 | 12% | 2% | 23% | 13% | 6% | . | 10% | ?
COc1ccc(CNC(=O)[C@H](C)N2C(=O)N3CCc4c([nH]c5ccc(OC)cc45)[C@@]3(C)C2=O)cc1 | 4 | -31% | 8% | 0% | 0%[12.7 µM] | 11% | 6% | -7% | 4%
O=C(c1ccc(N2CCCCC2)c([N+](=O)[O-])c1)N1CCOCC1 | 3 | -18% | 0% | 8% | 6%[59 µM] | 27% | 12% | 7% | 0%
Clc1ccc(CN(CC2CCCO2)C(c2cccs2)c2nnnn2C2CCCC2)cc1 (stereo not drawn) | -1 | -3% | 0% | 37% | 40%[activator] | -9% | -10% | 4%[57.1 µM] | 4%
COc1cc2c(cc1OC)C(COc1ccc(F)cc1)N(C(=O)c1ccc(S(=O)(=O)N3CCCC3)cc1)CC2 (stereo not drawn) | -2 | -26% | 0% | -2% | 0%[59 µM] | 4% | 0% | -5% | 7%
COc1cc(CC(=O)OCC(=O)Nc2ccccc2C#N)cc(OC)c1OC | -2 | -6% | 2% | 33% | 9%[59 µM] | -4% | -3% | 5% | -2%
Cc1csc2nc(COC(=O)CNC(=O)c3ccc(F)cc3)cc(=O)n12 | -5 | -15% | -5% | -8% | 18%[59 µM] | 10% | 1% | 0% | -2%
CCOC(=O)C1(CCOC)CCN(Cc2ccc3nonc3c2)CC1 | 6 | -13% | 5% | 20% | -43% | 3% | 1% | -1% | -3%
O=C(NCCN1CCN(C(=O)c2cc3ccccc3oc2=O)CC1)c1cc2ccccc2oc1=O | -2 | 12% | 3% | 20% | 4% | -6% | 7% | 11% | 0%
O=C(CCc1nnc(-c2ccc3c(c2)OCO3)o1)NC(c1ccccn1)C(F)(F)F (stereo not drawn) | -1 | -2% | 4% | 12% | . | 3% | -13% | 3% | 20%
O=C(CSc1nncc(=O)[nH]1)NCc1ccccc1 | 3 | 40µM* | -22% | 0% | 56µM* | ? | -1% | ? | ?
Cc1cc(=O)oc2cc(OCC(=O)OCC(=O)Nc3c(C)n(C)n(-c4ccccc4)c3=O)ccc12 | 3 | -16% | 4% | -33% | 1% | 0% | -1% | -4% | 1%
CCc1ccc2[nH]c(=O)c(C(c3nnnn3CC3CCCO3)N3CCN4CCCC4C3)cc2c1 (stereo not drawn) | 1 | -26% | . | 5% | ? | 12% | -10% | -8% | -17%
O=S(OCCN1CCCC1)C(c1ccccc1)c1ccccc1 (stereo not drawn) | 9 | -17% | 8% | 3% | . | ? | 27% | . | 2%
C#Cc1ccc(CN2CCN(CCCc3ccccc3)C(CCO)C2)cc1 (stereo not drawn) | -3 | -23% | -15% | 16% | -2%[0.501 µM] | 22% | 16% | -24% | 6%
O=[N+]([O-])c1cccnc1Sc1ccccc1Cl | 3 | ? | ? | ? | . | 11% | 5% | . | ?
CC(=O)NS(=O)(=O)c1ccc(NC(=O)c2ccc3c(c2)C(=O)N(CCC(C)C)C3=O)cc1 | 6 | -34% | -13% | 7% | -7%[59 µM] | 35% | -3% | -6% | ?
CN1C(=O)N(CC(=O)N2CCN(S(=O)(=O)c3ccc4c(c3)CCC4)CC2)C(=O)C12CCCCC2 | -2 | -3% | 1% | 30% | 0% | -1% | -14% | 1% | ?
CC1Cc2ccccc2N1C(=O)CSc1nnnn1C(C)C (stereo not drawn) | 2 | 7% | 0% | 33% | 1% | -17% | 6% | 5% | 9%
O=C(NC1CCCCC1)C(c1cccnc1)N(C(=O)c1csnn1)c1ccccc1 (stereo not drawn) | 0 | -6% | 0% | 2% | -6% | -3% | 14% | 2% | -2%
CCOC(=O)CSc1nnc(CNc2ccc(Cl)cc2)n1-c1ccccc1 | 2 | -17% | . | 10% | -44%[59 µM] | 20% | 44%[activator] | 3% | 3%[57.4 µM]
CCCC(C)Sc1nc2c([nH]1)c(=S)n(C)c(=O)n2C (stereo not drawn) | 1 | -30% | -8% | 1% | . | -24% | -9% | . | -24%
COc1ccc(OCCOc2ccc(S(=O)(=O)N3CCCC3)cc2C(N)=O)cc1 | -2 | -17% | -11% | 9% | ? | -15% | 1% | 5% | 6%
CCN(CC)CCCC(C)n1c2nc(=O)[nH]c(=O)c-2nc2cc(Cl)ccc21 (stereo not drawn) | -24 | -15% | 35µM* | 17% | . | 3% | -6% | . | 45%[activator]
COc1ccc(OC)c(NC(=S)N2c3ccccc3CC2C)c1 (stereo not drawn) | -3 | ? | 0% | 0% | . | -20% | 11% | 3% | 236%[activator]
Cc1ccc(-n2ncc3c(N4CCCC4)ncnc32)c(C)c1 | -2 | 9% | 8% | 30% | -11%[59 µM] | -7% | . | -9% | -1%
O=C(NCCc1ccccc1)/C(=C\c1cccc([N+](=O)[O-])c1)NC(=O)c1ccco1 | 6 | -12% | -2% | 24% | 15% | 7% | 5% | -26% | 174%[activator]
O=C(c1ccc2oc(Cc3ccc(Cl)cc3)nc2c1)N1CC[C@H](O)C1 | 1 | -4% | 10% | 62%[activator] | 7% | 7%[11.4 µM] | -2% | -20% | -1%
CC(C)c1ccc(N2C(=O)N(Cc3ccccc3Cl)c3ccccc3S2(=O)=O)cc1 | 3 | -3% | 2% | 60%[activator] | 2%[59 µM] | -1% | -4% | -9% | -17%
